OPRM1-OPRD1 ag: agonists of human mu-delta opioid receptor heterodimerization. activation, % at 9.3 µM. cells, OPRM1-OPRD1 heterodimerization, luminescence. AID 504326. hit rate 0.3% among 340,000; in the data active = activation above about 18%;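 note: 0% = vehicle-treated cells and 100% = reference agonist; values of inactives mirror those of a sister screen read the other way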
V-ATPase pH: alters yeast V-ATPase proton transport; S. cerevisiae, pHLuorin cytosolic pH fluorescence; hit rate 0.37% among 350,000; AID 504577; response, % at 10 µM; in the data active = response mostly above about 7.3%, no sharp cut-off; inactive = mostly below about 5.4%; note: actives read high; inactives centre near 0; some compounds called inactive have numbers as strong as hits; reference of the scale not given here
HTR5A inv ctr: HTR5A inverse agonism, opioid heterodimer counter-screen | inhibition, % at 9.3 µM | hit rate 0.083% among 340,000 | P47898 | HTR5A cell line, luminescence | AID 504634; in the data active = inhibition mostly above about 23%, no sharp cut-off; inactive = mostly below about 18%;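 note: 0% = cells with DMSO and 100% = no-cell wells with DMSO; some compounds called inactive have numbers as strong as hits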
HTR5A ag: HTR5A agonism, opioid heterodimer counter-screen. hit rate 0.61% among 340,000. activation, % at 9.3 µM. AID 504692. HTR5A agonist assay, luminescence, cell-based; in the data active = activation mostly above about 9.5%, no sharp cut-off; inactive = mostly below about 7.6%;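 note: 0% = cells with vehicle only and 100% = reference agonist; strong numbers were not always called active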
MOR-DOR inv ag: inverse agonist of human OPRM1-OPRD1 heterodimerization; hit rate 0.21% among 340,000; inhibition, % at 9.3 µM; P35372+P41143; cell-based MOR-DOR heterodimer luminescence, inverse agonism; in the data active = inhibition above about 22%, passing the limit was not always enough;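 note: 0% = cells with DMSO and 100% = wells without cells with DMSO; values of inactives mirror those of a sister screen read the other way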
PKA-R2B activ: activates the human PKA-R2B holoenzyme complex | PKA-R2B holoenzyme dissociation, Cy5-IP20 fluorescence polarization; R2B truncated from residue 108, S112A mutant; 0% DMSO only, 100% 113 µM cGMP | activation, % at 11.4 µM | hit rate 0.079% among 340,000 | AID 504700;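 active = activation above a cutoff set at the mean over all compounds plus 3 SD, cut at about 18% in these data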;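 note: higher means more holoenzyme dissociation and a rise in polarization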
Target sequence (P31323 whole entry, looked up, other chains not shown, the tested form may be a part): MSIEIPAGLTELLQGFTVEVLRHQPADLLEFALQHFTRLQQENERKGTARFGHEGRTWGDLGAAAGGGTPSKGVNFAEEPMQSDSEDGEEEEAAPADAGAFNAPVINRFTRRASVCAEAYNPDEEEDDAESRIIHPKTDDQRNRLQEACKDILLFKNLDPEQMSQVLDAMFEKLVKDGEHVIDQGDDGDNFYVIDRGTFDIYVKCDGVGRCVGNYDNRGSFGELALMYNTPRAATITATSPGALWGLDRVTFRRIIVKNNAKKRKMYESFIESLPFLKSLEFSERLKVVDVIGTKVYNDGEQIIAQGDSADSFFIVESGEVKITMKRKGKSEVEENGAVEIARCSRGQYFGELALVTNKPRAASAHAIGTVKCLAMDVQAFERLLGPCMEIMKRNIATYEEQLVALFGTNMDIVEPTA
DAGLB inh: blocks human DAGLB lipase activity | inhibition, % at 5.17 µM | Q8NCG7 | hit rate 0.059% among 340,000 | HEK293T DAGLB membrane lysate, EnzChek fluorogenic substrate; in the data active = inhibition above about 34%;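 note: 0% = enzyme with vehicle and 100% = wells lacking enzyme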
Target sequence (Q8NCG7 whole entry, looked up): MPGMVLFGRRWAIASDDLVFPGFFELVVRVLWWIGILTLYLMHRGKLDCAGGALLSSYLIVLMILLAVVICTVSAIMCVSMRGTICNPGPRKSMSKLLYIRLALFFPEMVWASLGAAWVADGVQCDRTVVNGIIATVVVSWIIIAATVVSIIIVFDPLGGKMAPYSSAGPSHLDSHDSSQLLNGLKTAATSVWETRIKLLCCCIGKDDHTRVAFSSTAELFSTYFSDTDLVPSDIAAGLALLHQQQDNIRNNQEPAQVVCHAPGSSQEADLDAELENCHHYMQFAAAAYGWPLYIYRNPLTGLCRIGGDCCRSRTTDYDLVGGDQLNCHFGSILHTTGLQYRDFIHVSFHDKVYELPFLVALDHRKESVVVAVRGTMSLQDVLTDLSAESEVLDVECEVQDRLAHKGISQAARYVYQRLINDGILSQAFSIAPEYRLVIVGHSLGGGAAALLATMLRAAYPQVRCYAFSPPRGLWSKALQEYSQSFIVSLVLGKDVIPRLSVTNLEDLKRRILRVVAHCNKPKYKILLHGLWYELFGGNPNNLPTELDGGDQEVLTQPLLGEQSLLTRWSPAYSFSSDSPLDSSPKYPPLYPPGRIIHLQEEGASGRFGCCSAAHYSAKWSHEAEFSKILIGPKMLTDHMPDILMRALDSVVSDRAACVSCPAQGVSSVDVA
PKA-R1A activ: activators of PKA-R1A complex; P00514+P68181; PKA-R1A dissociation, Cy5-IP20 fluorescence polarization; scaled: DMSO 0%, 113 µM cGMP 100%; activation, % at 11.4 µM; hit rate 0.083% among 340,000;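 active = percent activation above the mean of all tested compounds plus 3 SD, cut at about 19% in these data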;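 note: higher means more PKAc released from R1A so a rise in polarization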
Arrestin-AP2 inh: blocks beta-arrestin peptide binding to AP2 adaptin; inhibition, % at 10 µM; FITC-arrestin peptide / GST-AP2 beads, flow cytometry; AP2 beta2 appendage carries R879A mutation; hit rate 0.31% among 340,000;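 active = inhibition above a set limit, near 3 SD of compounds lacking own fluorescence, cut at about 54% in these data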;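 note: plate controls were DMSO wells for no effect and 5 µM unlabelled arrestin peptide for full effect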
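Material – AP2 appendage R879A on GSH beads · Buffer or medium – PBS with 0.05% Tween 20 and 0.1% BSA · Probe or stimulus – fluorescein-tagged arrestin peptide at 50 nM final · Incubation – compound with beads 12 min RT, then probe 1 h RT · Detection – high-throughput flow cytometry of beads, ex 488, em 535 nm · Evaluation – percent response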
Pemphigus Ab inh: blocks pemphigus antibody binding to human desmoglein-3; DSG3-coupled beads, scFv-anti-DSG3-GFP binding, flow cytometry; active compounds read low; binding (percent of control), % at 10 µM; P32926; hit rate 0.48% among 310,000; AID 588358;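 active = binding more than 3 SD below its plate's average and above zero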;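 note: hits lower antibody fragment binding to DSG3; some compounds called inactive have numbers as strong as hits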
* hit, by the source's call; . = not tested or not shown.

SMILES	OPRM1-OPRD1 ag	V-ATPase pH	HTR5A inv ctr	HTR5A ag	MOR-DOR inv ag	PKA-R2B activ	DAGLB inh	PKA-R1A activ	Arrestin-AP2 inh	Pemphigus Ab inh
CCN(CC)S(=O)(=O)c1ccc(N2CCN(c3ccccc3OC)CC2)c(N)c1	0.4	-2	-6	2	-2	-16	-2	-2	30	92
CN1CCn2cnc(C(=O)Nc3ccc(Cl)cc3)c2C1=O	.	0	.	.	.	-6	-1	6	.	.
CC1(C)CNC(=O)c2sc(NC(=O)c3ccccc3)nc2C1	-1.8	2	-9	-3	9	0	2	-4	6	98
NC(=O)CC(NC(=O)c1cccc(Br)c1)c1ccc(NC2CCN(Cc3ccccc3)CC2)c([N+](=O)[O-])c1 (stereo unspecified)	.	0	.	.	.	7	4	9	4	104
O=c1c2ccccc2nnn1CSc1nnc(-c2cccs2)n1Cc1ccccc1	-0.6	0	0	5	4	9	-2	-6	21	101
CC(C)CC(C(=O)NCC1CCCO1)N(C(=O)Cn1nnc(-c2ccc(F)cc2)n1)c1ccccc1F (stereo unspecified)	-1.4	-2	17	2	7	-10	0	-2	2	99
O=C(Cn1cccc1C(=O)c1ccccc1)NCc1cccs1	0.7	-2	-23	1	-4	5	1	2	15	107
Cc1cc(C)cc(NC(=O)Cn2cc(C=O)c3ccccc32)c1	2.7	-1	8	-2	-13	-3	-6	0	-2	91
CC1(C)CC2CC(C)(CN2C(=O)COC(=O)c2cccc(O)c2)C1 (stereo unspecified)	-0.5	-4	0	-1	2	2	1	-6	9	107
CCOC(=O)CSc1nnc(Cc2cc(=O)[nH]c(=O)[nH]2)n1-c1cccc(OC)c1	0.0	1	2	-1	0	1	2	-2	8	88
CCO[C@@H]1OC(C(=O)O)=C[C@H](c2ccc(C(F)(F)F)cc2)[C@H]1CCCO	-0.2	4	4	3	1	4	0	6	2	.
CN1C(=O)c2oc3ccccc3c(=O)c2C1c1cccnc1 (stereo unspecified)	-2.6	-2	9	-1	13	0	0	0	6	92
C=CCN1C(=O)C(Cc2cccc(Cl)c2)SC1=Nc1ccc(C(=O)O)cc1 (stereo unspecified)	-0.1	-1	-17	6	1	7	3	2	-9	106
CCC(=O)/C=C1\Sc2ccc(OC)cc2N1CC	-2.2	0	27	0	12	-12	0	-12	1	105
COc1ccc(CNCCNC(=O)c2cccs2)cc1OC	0.0	0	-16	1	0	0	1	-11	-5	100
COc1ccc([N+](=O)[O-])cc1NS(=O)(=O)c1ccc(C)cc1	-4.2	2	-11	3	19	-8	-6	3	36	110
CCCCOC(=O)c1ccc(NC(=O)C(=O)NCc2ccccn2)cc1	-1.6	-3	-21	4	8	3	0	-3	-10	112
COC(=O)c1sccc1NC(=O)COc1cccc(C)c1	2.0	2	-3	1	-11	4	-9	-14	-16	99
Cc1ccccc1C(=O)NNC(=O)c1cccc([N+](=O)[O-])c1	2.4	0	15	17*	-12	-12	0	-12	10	111
Cc1ccc(NC(=O)c2ccc(N3CCOCC3)c([N+](=O)[O-])c2)cc1S(=O)(=O)N1CCOCC1	-1.8	1	7	-2	9	-6	7	-1	-25	102
CN(c1ccc(C(=O)NCCSCc2ccco2)cc1)S(C)(=O)=O	-2.0	-2	-1	5	8	1	-1	1	1	.
CN(C)S(=O)(=O)c1cccc(NC(=O)Cc2ccc(Cl)cc2)c1	1.2	2	-1	10	-6	-19	-3	-5	3	.
CCCC(=O)N(c1ccccc1)C1C=CS(=O)(=O)C1 (stereo unspecified)	-0.4	6	-1	0	3	10	0	4	-3	113
CCn1nnc(NC(=O)COc2ccc([N+](=O)[O-])cc2)n1	1.0	-1	-2	1	-5	-2	5	0	-4	97
CCOC(=O)N1CCN(C(=O)Nc2ccc(Cl)cc2Cl)CC1	0.3	2	3	5	-2	-3	-2	-8	-2	.
O=C1CC(NS(=O)(=O)c2ccc3ccccc3c2)CN1c1ccccc1 (stereo unspecified)	0.1	1	-5	-6	-1	-14	0	-16	4	99
COc1cc(NC(=O)CCn2c(=O)[nH]c3ccsc3c2=O)cc(OC)c1	0.0	7.7*	12	0	0	8	1	-6	39	119
CCCCc1nc2cc(C(=O)N(C)C3CCOCC3)ccc2o1	-2.6	2	-19	3	14	-3	-2	-6	-20	.
CCN(CC)S(=O)(=O)c1ccc(NC(=O)CCNC(=O)c2ccco2)cc1	-2.4	3	-17	-3	13	-8	1	8	-13	103
C=CCN=c1scc(C)n1/N=C/c1ccc(O)c(O)c1	0.5	0	1	-2	-2	-13	5	3	19	104
COc1ccc(CNC(=O)CCS(=O)(=O)c2ccc3c(c2)NC(=O)CS3)cc1	-1.4	-3	18	0	7	-6	1	-3	11	100
COc1ccc(/C=N/Nc2nnc(Cc3ccccc3)c(=O)[nH]2)cc1	-0.6	-2	-7	-2	3	6	-1	-2	11	87
Cc1ccc2oc(C(=O)N(C)Cc3ccc(C)o3)c(C)c2c1	-1.6	12*	-37	1	8	-4	-12	-6	9	101
Nc1cccc2cnccc12	3.2	0	-6	4	-19	3	-3	0	2	102
OCCNCc1cc(Br)ccc1OCc1ccccc1Cl	3.9	-4	-31	2	-21	2	-4	-6	-17	101
Cc1ccc(Sc2ncccc2C(=O)NCC(c2ccc(F)cc2)N2CCOCC2)cc1C (stereo unspecified)	0.0	1	5	-3	0	0	2	-6	38	102
CCc1c(O)nc(SCC(=O)N2CCCCC2)n(-c2ccccc2C)c1=O	-0.3	5	-21	4	2	2	1	12	9	97
CCC(C)(C)n1nnnc1C(c1ccccc1)N1CCc2ccccc2C1 (stereo unspecified)	-3.3	-3	-28	10	19	9	-5	-2	1	112
O=C(CSc1ncnc2ccccc12)N1CCCC1	-3.5	-2	-5	2	18	-8	-1	-9	9	101
COc1ccccc1NC(=O)CSc1nc2ccccc2cc1Cc1ccccc1	0.9	-1	13	-2	-5	0	-15	0	31	102

Three compounds from above, arranged by the number in V-ATPase pH, largest number first:
canonical_smiles	V-ATPase pH
COc1cc(NC(=O)CCn2c(=O)[nH]c3ccsc3c2=O)cc(OC)c1	7.7*
COc1ccccc1NC(=O)CSc1nc2ccccc2cc1Cc1ccccc1	-1
COc1ccc(CNC(=O)CCS(=O)(=O)c2ccc3c(c2)NC(=O)CS3)cc1	-3

Structural class, those above with a COOH group.
SMILES	OPRM1-OPRD1 ag	V-ATPase pH	HTR5A inv ctr	HTR5A ag	MOR-DOR inv ag	PKA-R2B activ	DAGLB inh	PKA-R1A activ	Arrestin-AP2 inh	Pemphigus Ab inh
CCO[C@@H]1OC(C(=O)O)=C[C@H](c2ccc(C(F)(F)F)cc2)[C@H]1CCCO	-0.2	4	4	3	1	4	0	6	2	.
C=CCN1C(=O)C(Cc2cccc(Cl)c2)SC1=Nc1ccc(C(=O)O)cc1 (stereo unspecified)	-0.1	-1	-17	6	1	7	3	2	-9	106

Other structures
SMILES	OPRM1-OPRD1 ag	V-ATPase pH	HTR5A inv ctr	HTR5A ag	MOR-DOR inv ag	PKA-R2B activ	DAGLB inh	PKA-R1A activ	Arrestin-AP2 inh	Pemphigus Ab inh
COc1ccc2c(C)cc(=O)sc2c1	.	0	.	.	.	6	-2	4	.	106
O=C(N/N=C/c1cc2c(cc1Cl)OCO2)c1ccc2c(c1)OCCO2	-0.1	-1	-8	0	1	4	-1	-3	5	.
COC(=O)c1ccc(C(=O)N(CCN(C)C)c2nc3c(Cl)cccc3s2)cc1	-1.2	-1	3	-1	6	8	-1	-10	4	101
O=C(CSc1ncccn1)N/N=C/c1ccc2c(c1)OCO2	0.0	-6	-13	-1	0	-3	3	-1	10	.
O=C(NCCc1ccc(Cl)cc1)c1cccc(S(=O)(=O)N2CCCC2)c1	.	-3	.	.	.	1	-4	-2	.	98
COc1cc(-c2nc(CCNC(=O)c3ccco3)cs2)cc(OC)c1OC	-3.4	-1	4	-5	17	1	-1	-6	2	99
COc1ccc(C(c2c(NC(=O)c3ccccc3)sc(C)c2C)N2CCN(CCO)CC2)cc1 (stereo unspecified)	-2.2	-1	0	1	11	1	-2	10	9	105
O=C(COc1ccc(Br)cc1CO)Nc1ccccc1F	-2.4	1	-9	-2	10	1	-5	-1	21	.
O=C(c1cnc(Cl)c(Cl)c1)N1CCN(S(=O)(=O)c2cccs2)CC1	.	.	.	.	.	-5	1	-4	.	97
COc1c(C)cc(S(=O)(=O)N2CCCC2)c(C)c1C	-0.7	-2	-14	2	4	3	-3	-3	23	104
Oc1ccc(-n2cnnn2)cc1	-0.1	2	-12	1	0	-10	-1	-13	1	95
Cc1ccc(C)c(S(=O)(=O)N2CCN(c3ncnc4sccc34)CC2)c1	3.2	-2	-7	1	-13	-3	-6	-3	11	105
CSc1cccc(CN2CCCC(CO)(Cc3cccc(Cl)c3)C2)c1 (stereo unspecified)	1.9	-3	0	0	-14	-4	-4	3	-2	106
Cc1ccc(NC(=O)COC(=O)CN2C(=O)NC(C)(C)C2=O)cc1S(=O)(=O)N1CCOCC1	-1.0	0	11	-4	5	-9	1	-10	13	126
O=c1cc(O)c2c(=O)n(-c3ccccc3)c3ccccc3c2o1	-3.1	-2	4	2	13	-11	-1	-3	2	105
Cc1ccc(NNC2CC(=O)N(c3cccc(Cl)c3)C2=O)cc1 (stereo unspecified)	-3.8	1	-2	0	19	0	-3	-6	39	110
COc1ccc(/C=C(/NC(=O)c2ccc(Br)cc2)C(=O)N2CCOCC2)cc1	1.1	3	14	-6	-5	10	2	-2	25	105
COc1ccc(S(=O)(=O)Nc2ccccc2C(=O)OC2CCCN(C)C2)cc1OC (stereo unspecified)	-1.2	2	5	-1	6	-8	1	-3	7	92
COc1ccc(/C=N/NC(=O)CN(C)C(=O)OCc2ccccc2)cc1OC	-1.7	0	-8	-1	11	-1	-3	6	30	93
CC12CC(NC(=O)N1CCc1ccccc1)c1ccccc1O2 (stereo unspecified)	1.4	1	-12	4	-6	4	1	-10	1	101
CNc1ccc(Br)cc(C(=O)/C=C/c2cc(OC)ccc2OC)c1=O	1.9	4	-4	2	-10	4	8	9	24	94
COc1ccccc1CNC(=O)COC(=O)c1ccc(NC(N)=O)cc1	-2.1	0	1	-3	9	6	-2	-12	3	115
Fc1ccc2nc(Nc3nc4c(s3)CCCC4)sc2c1	1.5	1	-20	1	-8	13	-1	10	4	108
O=C1NC2c3c(Cl)sc(Cl)c3C(=O)C2O1 (stereo unspecified)	-2.8	13	-1	0	14	-10	0	-2	0	81
CN(C=O)c1ccc(CSc2ccccc2)cc1	-2.5	0	-4	1	13	-8	-6	-8	25	92
Cc1ccnc(NC(=O)CCNC(=O)c2ccccc2Cl)c1	-1.2	0	-1	-2	8	-8	0	1	22	104
O=C(CN(Cc1ccco1)C(=O)c1ccc(F)cc1)Nc1ccccc1Br	0.3	-2	-12	5	-1	-5	0	4	22	104
O=C(CCN1C(=O)c2ccccc2S1(=O)=O)N1CCN(c2ccc(F)cc2)CC1	-2.4	7	-17	1	12	-4	-1	1	26	106
COc1cccc(=O)c2c(C)oc(C)c12	-0.4	-2	7	-2	2	6	-1	1	5	96
COc1ccc(NC(=O)Cn2c(=O)oc3cc(S(=O)(=O)N4CCCC4)ccc32)c(OC)c1	-4.3	1	-14	5	25	7	-2	3	5	96
